# TSHR antag – human thyrotropin receptor antagonism. P16473. TSHR-expressing cells, TSH-stimulated cAMP HTRF, 2 h; active compounds read low. activity change, negative = inhibition, % at 11.5 µM. actives 0.2% (n = 330,000);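 active means activity change below a set negative limit, meaning inhibition stronger than a set level, cut at about -70% in these data; inconclusive means activity change between two set negative limits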; further: on the % scale 0 is the no-effect control and ±100 the full control effect
#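 Competitive HTRF cAMP read-out (cryptate anti-cAMP antibody, cAMP-d2; 30 min, room temperature) in freshly harvested TSHR cells. Compounds added before TSH at EC80 (4nM final), followed by 2 hours' incubation at 37 deg C.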
# MBNL1 CUG block – blocks human MBNL1 binding to CUG repeat RNA; TR-FRET MBNL1-His/biotin-(CUG)12 binding, 665/545 ratio; Potency, µM (series often up to 57.5 µM), for inactives: at the highest dose activity change, negative = inhibition, usual class: inhibitors; actives 0.036% (n = 280,000); AID 2675; active means well fitted inhibition curve with a large enough effect in the signal ratio, with a control signal flat, not every such curve was filed as active; inconclusive means small, poorly fitted or top-dose-only effect, or effect the other way, or a change in a side signal; inactive means no such curve, though single readings can be large or run the other way; the % refers to the signal ratio; further: potency means the concentration at half of the fitted maximal effect; on the % scale 0 is the no-effect control and ±100 the full control effect
#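 Compounds (final 92 nM to 58 uM) are added to His-tagged MBNL1 and biotin-(CUG)12, then terbium anti-His antibody and streptavidin-XL665 (5 nM final). After 60 min at room temperature, the 665/545 nm ratio is read.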
# ASM inhibitor – inhibitors of human secretory acid sphingomyelinase; P17405; placental ASM, HMU-PC fluorogenic substrate, 60 min; Potency, µM (doses to about 57.5 µM), for inactives: top-dose activity change, negative = inhibition, actives largely listed as inhibitors; actives 0.006% (n = 340,000); further: potency means the concentration at half of the fitted maximal effect
# Target sequence (P17405 47-631 limits assumed): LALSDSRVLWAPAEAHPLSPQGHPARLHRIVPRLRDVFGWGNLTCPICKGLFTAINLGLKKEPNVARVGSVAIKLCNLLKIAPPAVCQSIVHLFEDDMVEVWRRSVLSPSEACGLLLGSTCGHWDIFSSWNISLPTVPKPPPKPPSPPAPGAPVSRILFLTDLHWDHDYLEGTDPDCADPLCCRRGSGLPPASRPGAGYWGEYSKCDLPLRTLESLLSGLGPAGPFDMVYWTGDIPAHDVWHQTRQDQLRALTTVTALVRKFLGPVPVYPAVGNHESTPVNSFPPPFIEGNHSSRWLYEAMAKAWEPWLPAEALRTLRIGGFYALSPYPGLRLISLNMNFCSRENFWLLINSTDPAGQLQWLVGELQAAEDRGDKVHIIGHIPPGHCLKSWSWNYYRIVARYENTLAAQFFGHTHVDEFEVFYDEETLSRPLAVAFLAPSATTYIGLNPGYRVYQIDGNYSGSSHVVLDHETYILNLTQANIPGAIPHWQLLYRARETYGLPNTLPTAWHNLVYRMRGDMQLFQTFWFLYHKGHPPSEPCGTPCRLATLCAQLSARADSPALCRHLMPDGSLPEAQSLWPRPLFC
#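 Human placenta-derived ASM preincubated with compound 10 min at room temperature, then reacted with 9 uM (final) fluorogenic HMU-PC substrate for 60 min at 37 C. Stop solution raises pH to 10; fluorescence read at Ex 386/Em 447 nm.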
# Eya2 inh – blocks the phosphatase activity of human Eya2. O00167. recombinant Eya2, OMFP fluorescence dephosphorylation (OMFP is methylfluorescein phosphate). Potency, µM (top dose mostly 76.9 µM), inactives show at the highest dose activity, negative = inhibition, usual class: inhibitors. actives 0.006% (n = 330,000); further: potency means the concentration at half of the fitted maximal effect; on the % scale 0 is the no-effect control and ±100 the full control effect
#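 Eya2 (0.2 uM) preincubated 10 min at ambient with compound, then OMFP substrate added at 50 uM; 10 min reaction in 50 mM HEPES pH 7.5, 50 mM NaCl, 5 uM MgCl2, 0.05% BSA, 1 mM DTT. Fluorescence read at Ex 485/Em 525 nm.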
# Mito fusion act – mitochondrial division inhibition or fusion activation | S. cerevisiae fusion-defective mutant growth rescue, CellTiterGlo 48 h | Potency, µM (doses to about 46.1 µM), for the others: at the highest dose growth rescue (activation), hits mostly activators | actives 0.23% (n = 320,000) | AID 485298;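 further: potency means the concentration at half of the fitted maximal effect; % of control where 0% means no effect; nearly all actives have a fitted effect of over 45% in size; temperature-sensitive fusion mutants such as fzo1-1 at 37 °C on non-fermentable ethanol glycerol medium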
#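 S. cerevisiae fusion-defective temperature-sensitive mutants (e.g. fzo1-1, mgm1-5) grown 48 h at 37C in YPEG (ethanol/glycerol non-fermentable) medium with 23 nl compound per well; growth rescue read as CellTiterGlo luminescence.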
# USP2a inh – blocks human ubiquitin-specific protease USP2a; Potency, µM (series often up to 38.3 µM), for inactives: top-dose activity change, negative = inhibition, hits mostly inhibitors; O75604; actives 0.01% (n = 330,000); USP2 core, Ub-CHOP2 coupled fluorogenic reporter, 485/531;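 further: potency means the concentration at half of the fitted maximal effect; plate controls were DMSO wells for no effect and full inhibition by NEM control for full effect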
#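 Deubiquitinase activity read as fluorescence (485/531 nm) after Ub-CHOP2 cleavage activates the enterokinase reporter on its substrate; USP2 core 10nM, Ub-CHOP2 and substrate 25nM each, 30min compound preincubation then 60min RT; data normalized to NEM, curves fitted.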
# Chronic BCR inh – chronic active BCR signaling inhibition; Potency, µM (top dose mostly 46.1 µM), for inactives: top-dose ratio change, negative = lower green/red ratio, actives largely listed as inhibitors; actives 0.05% (n = 340,000); ABC-DLBCL IkBa-CBG/CBR reporter, luminescence ratio, 4 h; active means well fitted inhibition curve with a large enough effect in the signal ratio, with a control signal flat, not every such curve was filed as active; inconclusive means small, poorly fitted or top-dose-only effect, or effect the other way, or a change in a side signal; the % refers to the signal ratio;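 further: potency means the concentration at half of the fitted maximal effect; plate controls were basal doxycycline-induced cells for no effect and cells given 10 µM MG132 for full effect; MG132 reads +100%, hits lower the ratio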
#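 TMD8 ABC-DLBCL cells carrying doxycycline-inducible green luciferase fused to IkappaBalpha plus unfused red luciferase were exposed to compounds (up to 46 uM) for 4 hrs at 37C. Activity came from the overlap-corrected green/red luminescence ratio.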
# GALK inh – galactokinase (human) inhibition | Potency, µM (doses to about 57.5 µM), without a hit: at the top dose activity change, negative = inhibition, usual class: inhibitors | Purified GALK, Kinase-Glo residual ATP luminescence | actives 0.007% (n = 270,000) | P51570 | AID 1868; further: potency means the concentration at half of the fitted maximal effect; on the % scale 0 is the no-effect control and ±100 the full control effect
#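 Luminescence from leftover ATP (Ultra-Glo luciferase/luciferin) served as read-out after a 1 h room-temperature reaction of 5 nM GALK with 35 uM ATP and 100 uM galactose.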
# PKM2 act – PKM2 (human) enzyme activation | P14618 | purified PKM2, Kinase-Glo ATP luminescence, activation; response scale: 0% is enzyme alone, no compound | Potency, µM (series often up to 57.5 µM), for inactives: at the highest dose activation, hits mostly activators | actives 0.34% (n = 260,000) | AID 1631; further: potency means the concentration at half of the fitted maximal effect; on the % scale 0 is the no-effect control and ±100 the full control effect; nearly all actives have a fitted effect of over 55% in size
# Target sequence (P14618 whole entry, looked up): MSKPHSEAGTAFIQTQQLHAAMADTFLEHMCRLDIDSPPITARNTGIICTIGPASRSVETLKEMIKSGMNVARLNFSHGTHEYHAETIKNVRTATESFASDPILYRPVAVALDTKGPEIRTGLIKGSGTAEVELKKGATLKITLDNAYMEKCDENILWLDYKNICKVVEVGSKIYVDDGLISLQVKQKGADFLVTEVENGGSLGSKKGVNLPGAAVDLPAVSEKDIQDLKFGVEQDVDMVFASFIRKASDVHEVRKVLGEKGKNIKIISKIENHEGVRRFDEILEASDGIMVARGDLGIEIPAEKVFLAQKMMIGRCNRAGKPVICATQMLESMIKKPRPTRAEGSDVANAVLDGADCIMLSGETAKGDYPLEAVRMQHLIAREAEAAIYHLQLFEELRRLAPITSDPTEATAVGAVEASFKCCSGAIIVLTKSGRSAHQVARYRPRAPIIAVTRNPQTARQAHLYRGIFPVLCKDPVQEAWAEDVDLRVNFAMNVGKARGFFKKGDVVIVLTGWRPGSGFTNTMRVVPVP
#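 Kinase-Glo luminescence reports ATP generated from ADP (0.1 mM) and PEP (0.5 mM) by purified hPK-M2 after 1 h at room temperature, pH 7.2 imidazole buffer; intermediate enzyme activity allows detecting inhibitors and activators.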
# Menin-MLL TR inh – displaces Texas Red mutant MLL peptide from human menin. O00255. Menin + Texas Red MLL mutant peptide, fluorescence polarization. Potency, µM (highest dose often 61.6 µM), for the others: at the highest dose FP activity change, negative = inhibition, usual class: inhibitors. actives 0.23% (n = 270,000); active means well fitted inhibition curve with a large enough effect in the polarisation, with a control signal flat, not every such curve was filed as active; inconclusive means small, poorly fitted or top-dose-only effect, or effect the other way, or a change in a side signal; inactive means no such curve, though single readings can be large or run the other way; the % refers to the polarisation; further: potency means the concentration at half of the fitted maximal effect; % of control where 0% means no effect; many of its hits are not listed in these tables
# KCNH2 WT inh – blocks the wildtype human KCNH2 potassium channel. Q12809. U2OS, BacMam KCNH2, thallium flux FluxOr; active compounds read low. activity change, % at 1.84 µM. actives 0.37% (n = 340,000);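 active means maximum activity change below -70%; inconclusive means maximum activity change between -70% and -50%; inactive means maximum activity change above -50%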; further: on the % scale 0 is the no-effect control and ±100 the full control effect
#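 U2OS cells were transduced with wild-type KCNH2 virus (2.03 x 10^8 / mL) for 4 h at room temperature, then cultured overnight at 37 C. Thallium flux was read with FluxOr dye. Rate constants were normalized to DMSO controls.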
# Starred values were filed as active, the others as inactive; i = inactive; ? = inconclusive; . = no result given; [ ] = dose if it differs, or a comment. Unless noted, the call rests on the fitted dose curve; in most records, active means well fitted curve in the direction sought with a large enough effect; inconclusive means small, poorly fitted or top-dose-only effect, or another doubt; inactive means no such curve, though single readings can be large; an effect the other way counts as inactive or inconclusive.
molecule,TSHR antag,MBNL1 CUG block,ASM inhibitor,Eya2 inh,Mito fusion act,USP2a inh,Chronic BCR inh,GALK inh,PKM2 act,Menin-MLL TR inh,KCNH2 WT inh
Cc1onc(-c2ccccc2Cl)c1C(=O)OCC(=O)c1ccc2c(c1)OCCO2,-9,-6%,-1%,-3%,15%,-8%,?,4%,3%,25%,-13
Cc1ccc(C)c(CN2CCN(c3ncccn3)CC2)c1,-6,-6%,0%,-1%,3%,3%,4%,3%,-4%,-22%,21
CNCCOCC(O)CSc1ccccc1 (stereo not drawn),-2,6%,0%,-1%,3%,-2%,0%,4%,-2%,-3%,0
Cc1c(C(=O)/C=C/N(C)C)nnn1-c1ccc(Cl)c(Cl)c1,2,-10%,1%,-29%,4%,0%,?,15%,0%,.,-6
CCOC(=O)COc1nc(-c2ccco2)cc(-c2ccco2)c1C#N,-4,-3%,.,1%,-4%,-8%,9%,5%,2%,.,-5
CCSCCOC(=O)C1=C(C)NC(=O)NC1c1cc(OC)ccc1OC (stereo not drawn),-13,-4%,0%,6%,2%,0%,-2%,-2%,0%,-10%,-3
CCOCCCNC(=O)C1CCCCN1S(=O)(=O)c1ccc(F)cc1 (stereo not drawn),-6,8%,-4%,6%,1%,2%,5%,-2%,3%,14%,-6
COc1ccc2c(CC(=O)OCC(=O)c3ccccc3OC)coc2c1,-10,-3%,-7%,-9%,9%,3%,?,-2%,2%,.,2
CC(C)[C@H](CN1CCC[C@H]1CN1C(N)=NC[C@@H]1Cc1ccccc1)N1C[C@@H](Cc2ccccc2)N(CCc2ccc(Cl)c(Cl)c2)C1=N,-6,.,?,-14%,.,0%,1%,.,.,.,-1
CCOc1cc(N2CCOCC2)c(OCC)cc1NC(=O)CSc1nccc(C)n1,2,-2%,-1%,-15%,-4%,-6%,-9%,-3%,1%,-15%,i
O=c1cc(N2CCC(Cc3ccccc3)CC2)[nH]c(=O)n1C1CCCCC1,11,-7%,-4%,-1%,-1%,-1%,-6%,7%,-2%,2%,2
O=S(=O)(CCSc1ccccn1)c1nc2ccccc2s1,5,-4%,1%,-5%,-12%,1%,0%,-3%,8%,2%,-10
O=C(/C=C/c1c(F)cccc1Cl)Nc1nn[nH]n1,-3,6%,0%,-7%,-3%,1%,9%,-1%,-19%,-10%,0
O=C(Nc1cccc(F)c1)c1ccc(Cn2cc([N+](=O)[O-])cn2)o1,0,14%,-1%,3%,5%,0%,2%,5%,-1%,31%[activator],3
Cc1ccc(C(=O)C2=C(O)C(=O)N(CCCN(C)C)C23C(=O)N(C)c2ccccc23)o1 (stereo not drawn),3,0%,-1%,-10%,1%,0%,1%,12%,-1%,-1%,-5
Cc1ccc(NC(=S)N/N=C/c2cccn2Cc2ccccc2F)cc1,3,0%,-4%,14%,-8%,-1%,1%,0%,0%,.,2
Cc1cccc(NC(=O)CSc2nc3c(c(=O)[nH]2)CCC3)c1C,3,-15%,7%,2%,0%,1%,0%,-1%,-10%,10%,4
O=[N+]([O-])c1ccc(CSc2nnc(-c3cnccn3)o2)cc1,5,?,2%,11%,0%,3%,-4%,0%,-3%,?,4
COc1ccc(CCC(C)NCc2cc(OC)cc(OC)c2)cc1 (stereo not drawn),-8,-1%,3%,-9%,-2%,-2%,?,-2%,2%,-18%,9
O=C(COc1ccccc1[N+](=O)[O-])Nc1ccccc1N1CCCCC1,-18,6%,-12%,-10%,2%,2%,-1%,3%,-1%,.,-41

# Arranged by the number under Menin-MLL TR inh (high to low): 4 from the list above.
SMILES,TSHR antag,MBNL1 CUG block,ASM inhibitor,Eya2 inh,Mito fusion act,Chronic BCR inh,GALK inh,PKM2 act,Menin-MLL TR inh
CCOCCCNC(=O)C1CCCCN1S(=O)(=O)c1ccc(F)cc1 (stereo not drawn),-6,8%,-4%,6%,1%,5%,-2%,3%,14%
Cc1cccc(NC(=O)CSc2nc3c(c(=O)[nH]2)CCC3)c1C,3,-15%,7%,2%,0%,0%,-1%,-10%,10%
O=c1cc(N2CCC(Cc3ccccc3)CC2)[nH]c(=O)n1C1CCCCC1,11,-7%,-4%,-1%,-1%,-6%,7%,-2%,2%
CNCCOCC(O)CSc1ccccc1 (stereo not drawn),-2,6%,0%,-1%,3%,0%,4%,-2%,-3%

# Quoted at random: 2 compounds from above.
molecule,TSHR antag,MBNL1 CUG block,ASM inhibitor,Eya2 inh,Mito fusion act,USP2a inh,Chronic BCR inh,GALK inh,PKM2 act,Menin-MLL TR inh,KCNH2 WT inh
COc1ccc(CCC(C)NCc2cc(OC)cc(OC)c2)cc1 (stereo not drawn),-8,-1%,3%,-9%,-2%,-2%,?,-2%,2%,-18%,9
Cc1ccc(C)c(CN2CCN(c3ncccn3)CC2)c1,-6,-6%,0%,-1%,3%,3%,4%,3%,-4%,-22%,21

# The list continues.
molecule,TSHR antag,MBNL1 CUG block,ASM inhibitor,Eya2 inh,Mito fusion act,USP2a inh,Chronic BCR inh,GALK inh,PKM2 act,Menin-MLL TR inh,KCNH2 WT inh
CN(CC(=O)Nc1cccc(S(=O)(=O)N(C)C)c1)Cc1ccccc1,12,-3%,0%,8%,-1%,0%,14%,1%,.,?,-2
COCCn1c(SCC(=O)N2CCOCC2)nc2ccccc2c1=O,15,-3%,-1%,3%,4%,1%,6%,-1%,1%,?,6
CC(=O)c1cn(CCC(C)C)c(=O)[nH]c1=O,0,-11%,1%,-6%,-2%,1%,5%,2%,-15%,15%,-13
CS(=O)(=O)Nc1ccccc1C(=O)Nc1ccccc1C(=O)N1CCCC1,-1,3%,0%,17%,0%,-1%,0%,2%,-1%,11%,10
COC(CNC(=O)c1ccc2c(c1)ncn2-c1ccc(F)c(F)c1)OC,10,-3%,0%,5%,-4%,2%,1%,1%,2%,-19%,2
CCc1nnc(NS(=O)(=O)c2ccc(N3C(=O)c4ccc(C(=O)O)cc4C3=O)cc2)s1,3,?,2%,14%,0%,1%,-3%,7%,0%,7%,-5
CC(C)(C)c1ccc(/C=C/C(=O)Nc2ccncc2)cc1,-15,23%,-12%,-12%,28%,2%,-18%,1%,2%,20%,5
CC1(C)C(=O)NCCN1C(=O)CCC(=O)O,-3,-3%,7%,9%,-3%,-1%,6%,0%,1%,9%,7
O=C(NCc1ccc(Cl)cc1)c1ccc(CNc2c(N3CCOCC3)c(=O)c2=O)cc1,6,-14%,-3%,0%,-1%,0%,-3%,.,2%,.,-5
COc1ccc(C(CC(=O)N2CCCC(C)C2)c2c(OC)cc(OC)c3c(-c4ccccc4)cc(=O)oc23)cc1 (stereo not drawn),0,-2%,-3%,3%,-36%[inhibitor],7%,-1%,-1%,-1%,.,-12
S=c1[nH]nc(-c2ccc(Cl)cc2)n1-c1ccc2c(c1)OCCO2,-23,16%,1%,6%,-2%,0%,-2%,-3%,-12%,6%,-4
CC(C)c1ccc(NC2CCCN(C(=O)c3cc(C(C)C)nc(N)n3)C2)cc1 (stereo not drawn),5,5%,1%,-5%,1%,2%,4%,0%,.,-13%,-2
Cc1ccc(S(=O)(=O)N(CC(=O)NC2CCCC2)c2cccc(C)c2)cc1,2,-16%,1%,-13%,20%,4%,5%,2%,-10%,-23%,4
CC(C)(C)c1cc(N)on1,1,-1%,2%,5%,0%,4%,1%,3%,0%,-8%,-7
COCCNC(=O)C(c1ccc(C)o1)N(Cc1cccs1)C(=O)c1snc(C(N)=O)c1N (stereo not drawn),-4,12%,134%[activator],-2%,-2%,0%,?,0%,-1%,4%,-16
COc1ccc(NC(=O)CN2C(=O)C(c3ccccc3)=NC23CCCCCC3)cc1OC,41,-13%,-8%,-1%,8%,1%,-10%,-3%,-16%,0%,0
CCC(C(=O)OC)n1cnc2scc(-c3ccc(C)cc3)c2c1=O (stereo not drawn),9,2%,0%,2%,-19%,-1%,-3%,0%,2%,-4%,-3

# These rows are one share of the data; count on the stated rates, not on these rows.
